Screening results: PubChem BioAssay, Sanford-Burnham Center for Chemical Genomics
697 NFkB inh = inhibitors of PMA/ionomycin-induced NF-kB reporter, 697 cells, primary screen, B-cell NF-kB inhibitor project, cell-based, luminescence, uHTS; inhibition, % at 4 µM; hit rate 0.33% among 330,000; 697 B-cell NF-kB luciferase reporter, 16 h; AID 435022, 2010; in the data active = inhibition above about 35%
tim10-1 inh = growth inhibitors of tim10-1 mutant yeast, primary screen, luminescence, uHTS; S. cerevisiae tim10-1 ts strain growth, BacTiter-Glo, 24 h; inhibition, % at 20 µM; hit rate 2.2% among 330,000; AID 463190, 2010;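 active = inhibition of at least 40%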;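 also: mutant grown at 25 °C; 0% = DMSO wells with yeast and 100% = wells holding no yeast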
XBP1 UPR activ = activators of adaptive XBP1 UPR arm, primary screen, cell-based, CHO-XBP1 luciferase reporter, luminescence, uHTS. activation, % at 20 µM. IRE1-XBP1 UPR activation; percent of tunicamycin response, DMSO as zero. hit rate 0.33% among 330,000. AID 463104, 2010;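 active = versus positive control, 20 µM dose yields 30% or more activation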;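 also: 100% = tunicamycin at 10 µg/mL and 0% = DMSO only wells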
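Material: CHO cell line with stable XBP1 luciferase reporter; buffer or medium: F12 medium containing 10% fetal bovine serum; compound: single point, 20 µM final compound, 1% DMSO; incubation: 6 h treatment, 37 °C; measured by: glow luminescence from Steady-Glo reagent; evaluation: activation, % of tunicamycin; control set: tunicamycin high, DMSO low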
TIM10 inh = growth inhibitors of isogenic TIM10 control yeast, primary screen, counter-screen for tim10-1 yeast inhibitor project, luminescence, uHTS; S. cerevisiae TIM10 strain growth, BacTiter-Glo luminescence, 24 h; inhibition, % at 10 µM; hit rate 1.4% among 330,000; AID 463195, 2010;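 active = inhibition of 40% or more at the single tested concentration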;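 also: wild-type TIM10 isogenic control strain grown at permissive 25 °C; 0% = DMSO yeast wells and 100% = minimal medium wells without yeast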
tim23-1 inh = growth inhibitors of tim23-1 mutant yeast, primary screen, luminescence, uHTS; hit rate 1.3% among 330,000; inhibition, % at 20 µM; S. cerevisiae tim23-1 growth, BacTiter-Glo luminescence, 24 h; AID 463212, 2010;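 active = growth inhibition of the mutant yeast at or above 50%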;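 also: temperature-sensitive mutant grown at 25 °C; plate controls were DMSO-treated mutant yeast for no effect and medium wells lacking yeast for full effect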
Jurkat NFkB inh = inhibitors of induced NF-kB luciferase reporter, primary screen, TCR NF-kB activation inhibitor project, cell-based, luminescence, uHTS | AID 435003, 2010 | hit rate 0.53% among 330,000 | inhibition, % at 4 µM | Jurkat, PMA/ionomycin-induced NF-kB luciferase reporter; in the data active = inhibition above about 50%
CHOP UPR activ = activators of apoptotic CHOP UPR arm, primary screen, cell-based, CHO-CHOP luciferase reporter, luminescence, uHTS | UPR activation; percent of tunicamycin response over DMSO baseline | activation, % at 10 µM | hit rate 0.34% among 330,000 | AID 449763, 2010;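 active = at 10 µM dose, activation of 40% or more, normalized to positive control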;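 also: 100% = tunicamycin at 10 µg/mL and 0% = DMSO alone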
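Dosing – one dose, 10 µM in 0.5% DMSO · System – CHO-CHOP cells, stable luciferase reporter of PERK-eIF2a-CHOP signalling · Input – 500 cells/well · Control set – tunicamycin 10 µg/mL final as positive, DMSO-only wells as negative · Timing – 6 h compound treatment, 37 °C · Measure – % activation vs tunicamycin · Technique – luminescence read with Steady-Glo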
Mdm2 MdmX PPI = inhibitors of human Mdm2-MdmX association, primary screen, cell-based, luminescence, split luciferase, SaOS-2, uHTS. AID 485346, 2010. hit rate 3% among 330,000. SaOS-2 split-luciferase Mdm2/MdmX complementation. Protein Mdm4 (Homo sapiens) + E3 ubiquitin-protein ligase Mdm2 (Homo sapiens), …. inhibition, % at 8 µM;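 active = inhibition of at least 50% at 8 µM in the primary screen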
Target sequence (O15151 whole entry, looked up): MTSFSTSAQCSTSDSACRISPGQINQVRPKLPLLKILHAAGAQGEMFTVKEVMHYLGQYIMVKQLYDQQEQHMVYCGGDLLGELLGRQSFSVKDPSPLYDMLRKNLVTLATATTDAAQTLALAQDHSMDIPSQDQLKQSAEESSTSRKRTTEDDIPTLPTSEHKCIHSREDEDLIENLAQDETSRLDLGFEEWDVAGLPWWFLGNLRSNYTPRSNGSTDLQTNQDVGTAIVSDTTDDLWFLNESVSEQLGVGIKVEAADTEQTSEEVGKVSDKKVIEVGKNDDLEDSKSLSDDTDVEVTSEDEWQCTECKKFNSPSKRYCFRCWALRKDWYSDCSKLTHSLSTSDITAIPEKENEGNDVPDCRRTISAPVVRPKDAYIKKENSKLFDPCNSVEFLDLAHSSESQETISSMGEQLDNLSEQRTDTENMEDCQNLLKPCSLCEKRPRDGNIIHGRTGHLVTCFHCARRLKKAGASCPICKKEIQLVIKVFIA
Target sequence (Q00987 whole entry, looked up): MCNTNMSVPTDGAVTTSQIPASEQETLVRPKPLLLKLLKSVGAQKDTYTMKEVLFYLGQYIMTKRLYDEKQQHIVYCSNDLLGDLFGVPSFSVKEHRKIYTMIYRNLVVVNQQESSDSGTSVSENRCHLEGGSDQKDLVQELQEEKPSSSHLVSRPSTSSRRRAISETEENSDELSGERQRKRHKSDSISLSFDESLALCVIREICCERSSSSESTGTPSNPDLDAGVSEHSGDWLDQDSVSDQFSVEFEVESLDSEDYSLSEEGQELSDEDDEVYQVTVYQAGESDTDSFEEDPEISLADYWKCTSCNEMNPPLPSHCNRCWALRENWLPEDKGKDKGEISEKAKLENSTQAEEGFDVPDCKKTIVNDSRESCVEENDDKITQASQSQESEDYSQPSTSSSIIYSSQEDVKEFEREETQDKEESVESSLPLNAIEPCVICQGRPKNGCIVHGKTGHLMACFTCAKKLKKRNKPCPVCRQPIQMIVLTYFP
* marks the source's active call; other numbers are inactive results; / = not tested or not shown.

Molecule	TIM10 inh	tim23-1 inh	tim10-1 inh	Jurkat NFkB inh	CHOP UPR activ	XBP1 UPR activ	697 NFkB inh	Mdm2 MdmX PPI
Cc1ccc2nc(C)cc(C(=O)NC3CCCCCC3)c2c1	8.9	5.0	8.1	14.8	0.9	0.2	-0.5	-2.1
O=C(c1cccs1)N1CCn2c1nc1ccccc12	-10.5	4.0	-27.3	-78.4	9.8	0.9	-68.1	-35.4
CCCCn1c(N)c(N(CCOC)C(=O)COc2c(C)cccc2C)c(=O)[nH]c1=O	-0.7	12.1	15.7	10.6	0.5	-1.1	-3.7	-17.1
CC(C)(C)c1cc(CN2CCN(CCC#N)CC2)cc(C(C)(C)C)c1O	-3.9	0.4	-1.9	5.9	-0.2	2.7	8.6	16.5
NS(=O)(=O)c1ccc(-n2cccc2C=O)cc1	-8.1	-7.2	-26.0	-13.9	0.3	0.4	-15.8	13.7
CCC1CCCCN1CCCNC(=O)c1ccc2c(c1)NC(=O)CS2 (centres undefined)	-6.7	-18.9	-4.8	-4.8	0.2	-3.1	1.5	36.1
Cc1cc(/C(N)=N/OC(=O)Nc2ccccc2)no1	-26.9	11.3	-4.4	-15.6	4.6	3.9	-16.5	9.2
CN(C)CCSc1nc(-c2ccccc2)nc2c1CCC2	7.2	8.2	13.1	2.7	-2.6	-2.2	-0.2	11.1
COc1ccc(Nc2ccccc2)c(C)c1	-9.1	1.1	4.8	2.2	0.3	1.1	13.2	2.9
CCCc1cc(=O)[nH]c(SCC(=O)c2ccc3c(c2)OCCO3)n1	0.2	23.3	-2.4	-7.9	2.4	0.1	-3.9	20.1
CCOC(=O)N/N=C/c1cc(C)n(-c2cccc3ccccc23)c1C	-0.3	9.5	-4.4	2.6	31.8	0.1	3.3	-3.7
COCCNC(=O)C(c1ccc(O)cc1)N(C(=O)CCC(=O)Nc1nccs1)c1cccc(C)c1 (centres undefined)	4.0	15.8	8.2	-27.8	0.3	-3.0	8.1	4.8
COc1ccc2c(c1OC)C(=O)OC2CC(=O)O (centres undefined)	2.3	8.4	-5.0	-8.7	-1.5	2.5	-13.8	1.1
COc1cc(/C=N\NC(=O)C2C(=O)NCC2c2ccccc2)cc(OC)c1O (centres undefined)	-2.9	-6.7	-8.5	6.4	0.0	-3.9	8.2	16.3
Cc1ccc(C(=O)COC(=O)CCS(=O)(=O)c2ccccc2)cc1[N+](=O)[O-]	-6.2	0.0	6.7	7.6	-0.9	-2.1	7.7	1.7
CC(C)(CO)Nc1nc(N2CCCC2)nc(N2CCCC2)n1	1.5	5.3	13.2	7.9	-0.7	-0.5	-0.7	-4.2
O=C(c1cccs1)N1CCN(C(=O)c2ccco2)c2ccccc2C1	-1.8	22.9	2.1	1.2	2.0	-1.6	1.1	34.1
O=C(O)c1cn[nH]c1-c1cccc([N+](=O)[O-])c1	-11.6	4.6	11.2	-5.5	1.6	-1.7	14.3	10.1
S=C(NCCCN1CCOCC1)Nc1ccc(Cl)cc1	-11.4	9.0	-0.7	-8.3	-0.8	-4.0	-0.7	-60.9
COCCCn1c(SCC(=O)Nc2ccc(NC(C)=O)cc2)nc2sc3c(c2c1=O)CCC3	-6.8	-17.1	-5.1	-10.8	-3.4	-3.0	8.2	22.4

Molecule	TIM10 inh	tim23-1 inh	tim10-1 inh	Jurkat NFkB inh	CHOP UPR activ	XBP1 UPR activ	697 NFkB inh	Mdm2 MdmX PPI
CCN1CCN(c2ccc(S(=O)(=O)N3CCCCC3)cc2NC(=O)c2ccc([N+](=O)[O-])o2)CC1	3.3	-4.4	-0.1	26.0	5.8	-1.0	15.1	53.5*
Cc1ccc(C(=O)Nc2ccccc2C(=O)NCC2CCCO2)cc1 (centres undefined)	13.7	18.2	37.1	4.4	-0.2	-5.0	-3.9	8.9
O=C(Nc1ccc(Cl)c(Cl)c1)C1C2C=CC3(O2)C1C(=O)N(CCN1CCCCC1)C3C(=O)NC1CCCCC1 (centres undefined)	8.9	13.5	-2.6	19.8	2.6	1.7	4.4	41.4
COc1ccccc1NC1=Nc2cccc3cccc1c23	17.1	18.9	12.8	15.2	1.9	-2.5	3.2	18.8
N#Cc1c(N)nc2c(c1N)CC(C(F)(F)F)O2 (centres undefined)	9.7	4.8	7.9	-1.6	0.6	-0.4	16.3	9.7
CC(O)c1nc2ccccc2n1CCCc1ccccc1 (centres undefined)	4.3	15.6	1.3	-1.5	-0.5	-1.8	-9.6	-18.2
Cc1ccc(C2(C(F)(F)F)N=C3Sc4cc(C)ccc4N3C(=O)N2)cc1 (centres undefined)	-30.3	-31.3	-13.3	2.1	0.8	2.3	11.6	12.8
O=C(COC(=O)CNC(=O)c1cccc([N+](=O)[O-])c1)Nc1ccccc1OC(F)F	-10.6	12.8	24.1	-17.0	-1.3	-3.4	8.1	-25.2
Cc1[nH]n(-c2ccccc2)c(=O)c1N=Nc1ccccc1C(=O)N1CCOCC1	12.7	40.6	28.1	1.9	1.3	0.7	-0.1	-0.3
COc1ccc2c(CCNC(=O)c3ccco3)c[nH]c2c1	-2.4	3.5	-20.6	-37.4	0.1	-3.5	-24.1	13.3
CSc1c(CC(=O)NCCO)n(C)c2ccccc12	10.9	9.8	6.1	0.0	-1.3	-4.2	5.0	4.6
Cc1c(C(c2ccc(C(=O)O)cc2)c2c(C)n(C)n(-c3ccccc3)c2=O)c(=O)n(-c2ccccc2)n1C	8.4	-4.1	4.0	-1.9	1.2	-0.8	-6.7	-16.5
Cc1ccc2c(c1)C1CN(C)CCC1N2C(=O)COc1ccccc1F (centres undefined)	0.6	-1.5	16.3	-1.1	1.0	-0.4	0.0	10.5
Cc1ccc(CSCCNC(=O)c2cccc([N+](=O)[O-])c2)cc1	-16.5	20.0	24.8	11.0	0.1	-1.7	-35.9	8.6
COc1ccccc1[C@@H]1C(c2cccc(C)c2)=NN(c2ccc(Br)cc2)[C@H]1C(=O)N1CCOC1=O	4.6	44.1	18.7	/	2.0	0.4	6.0	38.6
CCc1ccc(CNC(=O)C(=O)NCCc2ccc(OC)c(OC)c2)cc1	-14.9	12.3	2.6	-6.2	-0.9	-2.1	7.3	6.6
CCN(CC)c1nc2n(c(=S)n1)CCS2	9.3	-0.5	4.8	9.0	-0.5	-2.0	3.1	6.2
O=C(Cn1cnc2c(OCc3ccccc3)ncnc21)NCCc1c[nH]c2ccccc12	3.7	-7.9	-5.9	2.4	-0.1	-0.6	0.2	26.1
CC(C)OCCCNC(=O)c1cn(C)c2ccc(S(=O)(=O)N(C)C3CCCCC3)cc2c1=O	-3.9	-3.0	3.2	12.3	-0.4	-6.1	-7.8	13.8
Clc1ccc(-c2nnc3sc(-c4ccc(Br)o4)nn23)cc1	-29.4	-5.2	-29.4	-6.5	4.1	-1.0	6.4	19.1

Three compounds out of the list, ordered by molar mass, falling.
Molecule	TIM10 inh	tim23-1 inh	tim10-1 inh	Jurkat NFkB inh	CHOP UPR activ	XBP1 UPR activ	697 NFkB inh	Mdm2 MdmX PPI
CCN1CCN(c2ccc(S(=O)(=O)N3CCCCC3)cc2NC(=O)c2ccc([N+](=O)[O-])o2)CC1	3.3	-4.4	-0.1	26.0	5.8	-1.0	15.1	53.5*
Cc1ccc2c(c1)C1CN(C)CCC1N2C(=O)COc1ccccc1F (centres undefined)	0.6	-1.5	16.3	-1.1	1.0	-0.4	0.0	10.5
CC(O)c1nc2ccccc2n1CCCc1ccccc1 (centres undefined)	4.3	15.6	1.3	-1.5	-0.5	-1.8	-9.6	-18.2

(cont.)
Molecule	TIM10 inh	tim23-1 inh	tim10-1 inh	Jurkat NFkB inh	CHOP UPR activ	XBP1 UPR activ	697 NFkB inh	Mdm2 MdmX PPI
CC1(C)Cc2c(ccc3ccccc23)/C(=C/C#N)N1	23.7	33.6	28.3	-9.3	-2.5	3.3	4.3	27.4
Cc1ccc(S(=O)(=O)N2CCC(=O)N(CCOC(=O)Nc3cccc(Cl)c3)CC2)cc1	2.0	13.1	2.8	0.3	3.3	-2.4	-9.3	24.2
CCOC(=O)Cc1cc(=O)n2[nH]c(-c3ccccc3)cc2n1	-18.2	-8.5	-23.5	-7.9	-1.2	-2.7	4.3	9.4
COc1cc(S(=O)(=O)N2CCN(c3ccccc3F)CC2)c(OC)cc1Cl	11.5	34.2	39.5	-15.2	0.7	-0.9	-32.9	0.7
CCCn1c(NC(=O)c2ccc(C)cc2)nc2ccccc21	-13.8	-1.5	-25.3	-27.0	4.2	3.5	-56.8	22.2
COc1ccc(N(CC(=O)Nc2ccc3c(c2)OCCO3)S(=O)(=O)c2c(C)nn(C)c2C)cc1	15.6	19.5	15.2	2.9	-1.1	0.3	12.4	9.2
Cc1ccc(OCC(=O)Nc2ccc3c(c2)OCCO3)cc1C	0.3	3.4	-24.1	-0.1	-2.7	-7.2	-16.9	9.6
O=C(CCc1nnc2ccc(NCc3ccccc3Cl)nn12)NC1CCCCC1	3.7	-0.6	-5.9	2.5	0.0	-3.6	-22.5	30.9
NC(=O)CSC1=Nc2ccccc2C2=NC(c3ccccc3)C(=O)N12 (centres undefined)	28.9	5.8	3.3	0.3	-0.4	1.1	14.7	-2.0
CC1(C)Nc2ccccc2N(Cc2ccc([N+](=O)[O-])cc2)C1=O	-31.6	2.4	-5.5	-8.0	0.0	-0.6	-10.7	-1.2
Cc1cccc(/C=C/c2onc(C)c2S(=O)(=O)N2CCC(C(=O)NC(C)(C)C)CC2)c1	-5.6	4.9	3.4	5.3	-1.5	-2.1	-2.4	-16.9
CCOC(=O)N1CCN(C(=O)CSc2nc3nc(C)cc(C)n3n2)CC1	-3.8	9.1	1.1	1.6	-1.4	-2.8	-7.4	15.8
CSc1c(CC(=O)Nc2ccccc2C(F)(F)F)n(Cc2ccccc2)c2ccccc12	-13.1	-9.9	-6.8	6.8	-0.3	1.0	11.1	74.5*
Cc1nn(CC(=O)Nc2ccc3c(c2)oc2ccccc23)c(=O)c2ccccc12	-11.9	0.9	0.7	-5.3	1.2	-1.1	24.0	77.1*
CCOc1ccc2nc(NC(=O)c3ccc(OC)c(S(=O)(=O)N4CCOCC4)c3)sc2c1	13.2	-3.2	28.5	-9.5	3.4	1.3	-52.7	11.9
COc1ccc(CN=C(C)c2c(C(F)(F)F)[nH]n(-c3nc4ccccc4s3)c2=O)cc1	15.4	-7.5	20.8	-37.3	6.5	0.4	-95.2	23.5
Cc1ccc(S(=O)(=O)NCC(=O)OCc2cc(=O)oc3c(C)c(C)ccc23)cc1C	-7.3	31.8	11.8	6.6	-0.3	-2.8	3.6	-27.2
CC(=O)c1ccc(NC(=O)C(C)N2CCN(C/C=C/c3ccccc3)CC2)cc1 (centres undefined)	-1.6	3.1	16.5	7.6	-0.4	-1.4	1.3	26.7
CCCNc1c(N)n(-c2ccccc2)c(=O)[nH]c1=O	3.7	6.2	13.2	-6.4	-2.0	0.8	-4.5	-5.0
OCc1nc2ccccc2n1CCCCOc1ccccc1	-3.9	5.6	10.6	-0.3	-0.8	-3.6	-9.5	13.4
CCOC(=O)c1c(O)cc(C)[nH]c1=O	0.3	-2.1	8.2	-4.3	-2.3	-4.7	3.2	1.4
